Screens from PubChem.
Phagocytosis inh: macrophage phagocytosis inhibition. J774A.1 macrophage IgG-bead phagocytosis, imaging. inhibition, % at 5 µM. 110,000 tested, 0.07% active;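 active = inhibition above the mean of the plate negative controls plus 5 SD, cut at about 13% in these data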;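 note: phagocytic index as fraction of beads internalized from green versus red external bead signal; plate controls were DMSO negative control for no effect and cytochalasin-D positive control for full effect; some results beyond the cut were filed as inactive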
MRP-1 activ: activators of MRP-1. H69AR cells + doxorubicin, viability rescue, CellTiter-Glo. viability increase, % at 10 µM. 140,000 tested, 0.61% active;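 active = viability gain under doxorubicin at or above a set limit, the compound median plus 3 SD, cut at about 4.7% in these data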;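 note: MRP-1 overexpressing cells given doxorubicin 25 µM after compound pretreatment; 18-22 h compound pretreatment then 72 h with doxorubicin before readout; 0% = doxorubicin-only wells and 100% = vehicle-treated cells without doxorubicin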
NPY-Y2 antag: antagonists of human neuropeptide Y receptor Y2; P49146; NPY-Y2 expressing cells, antagonist mode; 140,000 tested, 0.99% active; inhibition, % at 2.7 µM; in the data active = inhibition above about 17%;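 note: 0% = vehicle with agonist challenge and 100% = reference antagonist with challenge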
Target sequence (P49146 whole entry, looked up): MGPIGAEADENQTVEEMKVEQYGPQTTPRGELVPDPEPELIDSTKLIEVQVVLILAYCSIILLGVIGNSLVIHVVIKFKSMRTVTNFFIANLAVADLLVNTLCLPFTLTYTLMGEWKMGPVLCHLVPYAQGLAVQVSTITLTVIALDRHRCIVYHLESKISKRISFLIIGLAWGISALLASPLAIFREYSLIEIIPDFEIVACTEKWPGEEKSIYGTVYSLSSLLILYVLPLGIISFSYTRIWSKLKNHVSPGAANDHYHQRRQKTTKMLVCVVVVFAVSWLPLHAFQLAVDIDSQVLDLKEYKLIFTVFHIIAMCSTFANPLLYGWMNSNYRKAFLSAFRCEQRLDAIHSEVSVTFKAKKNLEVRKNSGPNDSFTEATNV
PTEN del growth: suppresses growth of cells with PTEN deletion; 140,000 tested, 1.2% active; HCT116 PTEN-null viability, CellTiter-Glo, 60 h; stronger effect = lower value; viability, % at 10 µM; AID 827;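 active = viability at or below a set limit, 4 SD under the median of all tested compounds, cut at about 3.7% in these data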;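 note: PTEN knockout HCT116 line with beta catenin targeted HCT116 as companion control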
E-sel TNF inh: blocks E-selectin expression induced by TNF alpha. HUVEC TNFa-induced E-selectin immunofluorescence, high content. inhibition, % at 2 µM. 120,000 tested, 0.71% active. AID 1246;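 active = inhibition above the batch mean plus 3 SD, and confirmed as a hit on visual image review, cut at about 43% in these data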;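 note: 0% = TNF-stimulated DMSO wells and 100% = unstimulated control wells; not every result past the cut was called active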
Yeast growth inh: yeast BB579 growth reduction in restrictive medium; S. cerevisiae BB579 growth, OD615, 48 h; inhibition, % at 10 µM; 140,000 tested, 0.51% active;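 active = inhibition above a set limit, 3 SD over the mean compound inhibition, cut at about 44% in these data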; note: inactives centre near -24
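System: Saccharomyces cerevisiae DeaD strain BB579, replicative lifespan model yeast | Buffer or medium: Restrictive glucose-based CSMM-D medium | Times: 4 h preincubation and 48 h exposure at 30 °C | Detection: OD615 turbidity measurement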
bCat KO growth: beta-catenin-lacking colon tumor cell growth suppression; viability, % at 10 µM; AID 818; HCT116 beta-catenin knockout viability, CellTiter-Glo, 60 h; stronger effect = lower value; 140,000 tested, 1.5% active;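 active = viability at or under a set limit, the compound median less 4 SD, cut at about 6% in these data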;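 note: 0% = Hyamine 1622 control at 20 µM and 100% = untreated cell control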
Yeast life ext: extends the lifespan of yeast; S. cerevisiae growth with nicotinamide, OD615; deaD strain in restrictive glucose medium; inhibition of the nicotinamide effect, % at 10 µM; 130,000 tested, 0.68% active; AID 775;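 active = inhibition above a set limit, placed 3 SD over the median of all compounds, cut at about 26% in these data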;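 note: 0% = nicotinamide-treated wells and 100% = cells grown without nicotinamide; some compounds called inactive have numbers as strong as hits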
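Assay system: DeaD-strain S. cerevisiae. Medium: CSMM-D glucose medium, restrictive. Reagent: nicotinamide, 1.5 mM, co-present with compound. Compound: 10 µM single point, 0.25% DMSO. Schedule: culture preincubation 4 h, compound exposure 48 h, both 30 °C. Detection: absorbance at 615 nm.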
GALR2 antag: GALR2 (human) receptor antagonism | O43603 | GALR2-expressing cells, antagonist mode | inhibition, % at 4 µM | 140,000 tested, 0.39% active | AID 828; in the data active = inhibition above about 27%;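 note: cells stimulated with galanin 1-16 at roughly its EC80; 0% = agonist challenge control and 100% = basal control without agonist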
Target sequence (O43603 whole entry, looked up): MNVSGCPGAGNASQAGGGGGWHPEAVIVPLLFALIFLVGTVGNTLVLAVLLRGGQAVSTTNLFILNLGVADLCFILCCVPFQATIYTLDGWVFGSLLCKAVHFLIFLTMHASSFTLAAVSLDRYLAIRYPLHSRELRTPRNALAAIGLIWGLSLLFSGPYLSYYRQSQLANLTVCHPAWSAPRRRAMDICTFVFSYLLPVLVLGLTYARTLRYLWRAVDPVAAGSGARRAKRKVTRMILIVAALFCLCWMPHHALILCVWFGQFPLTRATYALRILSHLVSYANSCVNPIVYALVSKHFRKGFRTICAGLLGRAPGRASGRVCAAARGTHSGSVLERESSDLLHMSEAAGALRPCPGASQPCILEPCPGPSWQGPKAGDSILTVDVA
Measles CPE: protection of cells from measles virus; Measles virus-infected cells, CPE protection, absorbance; protection (pct of control), % at 4 µM; 140,000 tested, 1.5% active; AID 841; in the data active = protection mostly above about 24%, no sharp cut-off; inactive = mostly below about 26%; note: some compounds called inactive have numbers as strong as hits
* = called active by the depositor; / = not tested or not shown. Rows are unselected; any-hit rate near 6.3%.

cpd	SMILES	Phagocytosis inh	MRP-1 activ	NPY-Y2 antag	PTEN del growth	E-sel TNF inh	Yeast growth inh	bCat KO growth	Yeast life ext	GALR2 antag	Measles CPE
1	Cc1ccc(CSc2nnc(Cn3c(=O)sc4ccccc43)n2C)cc1	/	1.8	5	93	-13	-18	98	1	0	7
2	Cc1[nH]n(-c2ccccc2)c(=O)c1/C=N/n1c(C)nc2ccccc2c1=O	/	-3.2	1	82	33	19	86	-25	7	5
3	CC(C)C(NC(=O)c1ccccc1)C(=O)NC1=NCCS1 (stereo not given)	-1	-2.0	2	85	-14	-30	86	-12	-2	6
4	CN(c1ccccc1)S(=O)(=O)c1ccc(Cl)c(C(=O)Nc2nc3ccccc3[nH]2)c1	-7	-4.5	3	42	-17	-31	44	7	8	33
5	COc1cc(C)c(C(C)C)cc1S(=O)(=O)n1cnc(C)c1	0	-3.8	10	28	-15	-21	24	-5	12	9
6	CN(C(=O)COC(=O)C(Cc1ccccc1)NC(=O)c1ccccc1)c1ccccc1 (stereo not given)	-4	-1.5	3	89	/	-11	97	-2	9	24
7	CCOc1ccc(N(CC(=O)NC2CCCC2)C(=O)CSc2nnc(COc3ccccc3)o2)cc1	0	-2.4	2	75	-8	-46	74	-1	8	2
8	CC(C)CNC(=S)Nc1ccc(S(N)(=O)=O)cc1	-6	-1.2	0	90	1	-31	94	2	-3	9
9	CCOC(=O)C1=C(C)N(C)C(=O)NC1c1cccc(O)c1 (stereo not given)	-1	-1.0	4	96	1	-38	95	-6	0	13
10	CCNC(=O)c1oc2c(c1C)C(=O)CC(C)(C)C2	0	1.2	2	91	-4	-14	98	-1	5	4
11	Cn1c(C(=O)NCCc2c[nH]c3ccccc23)cc2sccc21	/	-3.5	-2	91	7	-14	92	-9	18	1
12	COc1ccc(CC(=O)NCc2cccs2)cc1OC	0	0.1	-1	112	2	-7	100	4	-6	14

Compound profiles, from the list above. Order of values: Phagocytosis inh	MRP-1 activ	NPY-Y2 antag	PTEN del growth	E-sel TNF inh	Yeast growth inh	bCat KO growth	Yeast life ext	GALR2 antag	Measles CPE
`CCOc1ccc(N(CC(=O)NC2CCCC2)C(=O)CSc2nnc(COc3ccccc3)o2)cc1` is listed as 0	-2.4	2	75	-8	-46	74	-1	8	2
`CCOC(=O)C1=C(C)N(C)C(=O)NC1c1cccc(O)c1` (stereo not given) is listed as -1	-1.0	4	96	1	-38	95	-6	0	13
`CC(C)C(NC(=O)c1ccccc1)C(=O)NC1=NCCS1` (stereo not given) is listed as -1	-2.0	2	85	-14	-30	86	-12	-2	6
`COc1cc(C)c(C(C)C)cc1S(=O)(=O)n1cnc(C)c1` is listed as 0	-3.8	10	28	-15	-21	24	-5	12	9

Next compounds follow.
cpd	SMILES	Phagocytosis inh	MRP-1 activ	NPY-Y2 antag	PTEN del growth	E-sel TNF inh	Yeast growth inh	bCat KO growth	Yeast life ext	GALR2 antag	Measles CPE
13	O=C(c1cnc2n(c1=O)CCS2)N(C1CCCCC1)C1CCCCC1	0	-1.8	3	98	/	-6	95	-6	7	2
14	CCN(CC)CCN1C(=O)c2ccccc2NC1c1ccc(F)cc1 (stereo not given)	-3	-4.2	4	94	7	-23	105	-13	8	11
15	COC(=O)c1ccccc1NC(=O)C1CC=CCC1C(=O)O (stereo not given)	-1	-1.1	5	104	21	-42	89	-5	1	23
16	CC(=O)c1sc2nc(SCC(=O)N3CCCCC3)[nH]c(=O)c2c1C	1	-2.9	2	95	-37	-39	108	-17	0	61*
17	CN(c1ccccc1)S(=O)(=O)c1cccc(NC(=O)CC(C)(C)C)c1	-11	-1.1	3	54	/	-3	64	5	-2	8
18	CS(=O)(=O)Nc1ccccc1C(=O)Nc1cc(Cl)cc(Cl)c1	1	-1.8	1	60	-10	-53	63	-3	5	5
19	CCN(CC)c1ccc(NC(=O)C2CC3CCC2C3)cc1 (stereo not given)	0	0.0	2	99	96*	-48	82	-2	3	14
20	Cc1cc(C)c(C)c(S(=O)(=O)N2CCC(C(=O)OCC(=O)N3c4ccccc4NC(=O)C3(C)C)CC2)c1C	-1	-0.7	5	97	34	-58	92	0	-2	6
21	COc1ccc2c(c1)C(=O)C(=O)N2	-7	0.6	3	97	/	-32	89	-2	11	15
22	O=C1CC(c2ccco2)Cc2nc(N3CCc4ccccc4C3)ncc21 (stereo not given)	-1	-1.5	7	70	-11	-78	75	-7	-9	12
23	COc1cc(C2C(C#N)=C(N)Oc3cc(C)oc(=O)c32)ccc1OC(=O)N1CCOCC1 (stereo not given)	-1	-1.1	4	99	49	-44	83	-10	10	27
24	Cc1nn(Cc2ccccc2)c(C)c1NC(=O)c1cc(-c2ccco2)on1	/	-2.4	3	102	-19	-50	90	7	5	5
25	Nc1c(C(=O)c2ccc(Cl)cc2)sc2nc3c(cc12)CCC3	-9	2.1	-1	86	/	-56	93	2	-8	15
26	CCn1c(SC(C)C(=O)O)nnc1-c1cccnc1 (stereo not given)	1	0.7	0	93	6	-34	86	-1	-6	9
27	O=C(NCC(=O)N(c1ccccc1)C(C(=O)NCC1CCCO1)c1ccccc1)c1ccco1 (stereo not given)	1	-2.0	-4	96	12	-1	93	-20	-1	2
28	COc1cccc(CN(C(=O)Cc2c[nH]c3ccccc23)C(C(=O)NC2CCCCC2)c2ccc(C)o2)c1 (stereo not given)	/	-5.7	16	24	/	-38	37	4	-3	3
29	Cc1nc(SCC(=O)N2c3ccccc3Sc3ccccc32)n[nH]1	-2	0.3	0	91	-17	-74	93	6	-14	19
30	Cc1ccc(C(=O)N(Cc2ccc3c(c2)OCO3)Cc2nc3ccccc3c(=O)[nH]2)cc1	-1	-1.5	7	81	14	-24	89	-8	-2	4
31	CSCC[C@H](NC(=O)c1ccc(Cl)c(S(=O)(=O)N2CCCC2)c1)c1nc2ccccc2[nH]1	0	-3.5	-2	79	-25	-31	82	-15	-10	38
32	CC(C)(C)NC(=O)c1nc2ccccc2s1	-2	-1.4	-2	91	-27	12	101	-6	-1	5
33	CCOC(=O)c1ccccc1NC(=O)c1nc2nccc(C)n2n1	-1	-2.4	2	86	18	20	96	-11	-22	21
34	CCN(C(=O)CSc1nc2ccccc2n1CCc1ccccc1)C1CCS(=O)(=O)C1 (stereo not given)	-1	-3.4	2	103	-9	-38	92	-28	-1	5
35	CCOC(=O)CCc1c(C)c2ccc(OCc3cc([N+](=O)[O-])ccc3OC)cc2oc1=O	-2	0.0	1	90	-52	-48	90	-14	8	9
36	O=C(CN1CCC2(CC1)OCCO2)c1ccc2cc[nH]c2c1	0	0.6	-1	89	/	-16	91	-24	-5	2

Some values from the results shown:
bCat KO growth, cpd 2 reads 86
Measles CPE, cpd 14 reads 11

In the list so far, six contain an aryl thioether with sulfur outside any ring:
cpd	SMILES	Phagocytosis inh	MRP-1 activ	NPY-Y2 antag	PTEN del growth	E-sel TNF inh	Yeast growth inh	bCat KO growth	Yeast life ext	GALR2 antag	Measles CPE
1	Cc1ccc(CSc2nnc(Cn3c(=O)sc4ccccc43)n2C)cc1	/	1.8	5	93	-13	-18	98	1	0	7
7	CCOc1ccc(N(CC(=O)NC2CCCC2)C(=O)CSc2nnc(COc3ccccc3)o2)cc1	0	-2.4	2	75	-8	-46	74	-1	8	2
16	CC(=O)c1sc2nc(SCC(=O)N3CCCCC3)[nH]c(=O)c2c1C	1	-2.9	2	95	-37	-39	108	-17	0	61*
26	CCn1c(SC(C)C(=O)O)nnc1-c1cccnc1 (stereo not given)	1	0.7	0	93	6	-34	86	-1	-6	9
29	Cc1nc(SCC(=O)N2c3ccccc3Sc3ccccc32)n[nH]1	-2	0.3	0	91	-17	-74	93	6	-14	19
34	CCN(C(=O)CSc1nc2ccccc2n1CCc1ccccc1)C1CCS(=O)(=O)C1 (stereo not given)	-1	-3.4	2	103	-9	-38	92	-28	-1	5

(more compounds)
cpd	SMILES	Phagocytosis inh	MRP-1 activ	NPY-Y2 antag	PTEN del growth	E-sel TNF inh	Yeast growth inh	bCat KO growth	Yeast life ext	GALR2 antag	Measles CPE
37	Cc1sc2nc3n(c(=O)c2c1C)CCCCC3	/	-2.3	3	90	27	0	93	/	3	8
38	COc1cccc(NC(=O)C2c3cc(OC)c(OC)cc3C(=O)N(C)C2c2cccnc2)c1 (stereo not given)	/	-3.7	2	99	/	-34	92	-11	-15	12
39	Cc1cc(C)cc(N2CN=C3SCC(=O)N3C2)c1	-7	2.4	2	95	9	6	77	2	0	9
40	O=C1C2C3C=CC(CC3)C2C(=O)N1c1nccs1 (stereo not given)	-7	0.5	0	97	/	-17	102	1	13	9
41	C=CCSc1nc2ccccc2n1S(=O)(=O)c1ccc(C)cc1	/	-3.1	3	102	-38	-14	102	/	2	5
42	CCOC(=O)c1c(C)cc(C)n2c1nc1ccccc12	/	-1.2	0	95	5	-46	110	-16	12	10
43	Cc1cc(C(=O)N2CCc3ccccc32)c2cc(F)ccc2n1	0	-1.6	2	98	-9	-39	90	-11	15	5
44	O=C(CSc1nnnn1-c1ccccc1)Nc1ncc2c(n1)CC(c1ccccc1)CC2=O (stereo not given)	0	-2.1	5	74	16	1	79	-3	1	4
45	O=C(CSc1nc2ccc(Cl)cc2[nH]1)NCc1ccco1	0	-0.2	-2	78	16	-40	86	-9	10	3
46	CCOC(=O)/C=C1\SCC(=O)N1CC(=O)Nc1ccc(OC)c(OC)c1	/	-0.5	-1	107	-25	-60	102	-7	2	5
47	COc1cccc(/C=N\Nc2nncc(-c3ccccc3)n2)c1	/	-1.0	0	99	23	-49	115	-10	-8	5
48	Cc1ccc(C(C)C)c(OCc2nnc(SCC(=O)Nc3nccs3)n2C)c1	0	-0.2	7	114	23	-77	103	-1	2	5
49	COc1ccc(-c2noc(C3CCCN(S(=O)(=O)c4ccc(C)c(Cl)c4)C3)n2)cc1OC (stereo not given)	0	-2.8	0	67	25	-39	67	0	6	9
50	Cc1occc1-c1nnc(SCC(=O)c2ccccc2)n1CC1CCCO1 (stereo not given)	/	-2.2	3	97	-10	3	92	-4	-1	3
51	O=C(CSc1ncn[nH]1)Nc1c(Br)cc([N+](=O)[O-])cc1Br	-2	1.1	-1	87	2	-6	93	-5	-4	17
52	CCC1CCc2c([nH]c3ccccc3c2=O)O1 (stereo not given)	-3	-1.4	2	86	/	-12	97	2	-2	7
53	CCSc1nnc([C@H](Cc2c[nH]c3ccccc23)NC(=O)OC(C)(C)C)o1	0	-1.5	2	93	1	-27	87	-6	15	13
54	O=C(NCC1CCCO1)c1onc(CSc2ccc(F)cc2)c1C(=O)O (stereo not given)	/	-0.7	7	91	-4	-42	75	-1	4	4
55	CCC(C)(C(=O)NC1CCCCC1)N(Cc1cccs1)C(=O)CC1NC(=O)NC1=O (stereo not given)	-6	-1.9	2	94	-7	-66	94	2	-6	4
56	CCOC(=O)c1cccc(NC(=O)c2cc3sccc3n2C)c1	-1	-0.6	7	79	/	-22	83	-7	3	6
